RSV CPE inhibition – inhibition of RSV-induced cytopathic effect – HEp-2 cells, primary 10 µM value included (AID 2391) | HEp-2 cells, RSV-induced CPE inhibition; higher % means a stronger effect | CPE inhibition, % at 10 µM, or IC50 in µM where a hit was titrated | 310,000 compounds, 0.13% hits; in the data active means a potency from the dose series; inconclusive means CPE inhibition mostly from about 23% at the one dose, without a potency; inactive means the rest, 99 in 100 with CPE inhibition below about 21%; further: strong numbers were not always called active
Large T inhibition – TAg ATPase/helicase activity blockers – biochemical (AID 1903); SV40 large T antigen ATPase/helicase inhibition assay; higher % means a stronger effect; one-dose inhibition, % at 20 µM; IC50 in µM for titrated hits; 310,000 compounds, 0.39% hits; in the data active means a potency from the dose series; inconclusive means inhibition mostly from about 32% at the one dose, without a potency; inactive means the rest, 99 in 100 with inhibition below about 32%; further: strong numbers were not always called active
NS5 inhibitors – flavivirus cap methylation enzyme inhibition – biochemical, confirmation dose response, primary screen (AID 588689). Dengue-2 NS5 methyltransferase capping enzyme assay, biochemical; higher % means a stronger effect. inhibition, % at 25 µM, or IC50 in µM where a hit was titrated. 340,000 compounds, 0.3% hits; in the data active means a potency from the dose series; inconclusive means inhibition above about 29% without an active follow-up result
GPR35 antagonists – GPR35 antagonists blocking zaprinast-driven arrestin recruitment, primary screen, imaging, U2OS, beta-arrestin-GFP, zaprinast agonist (AID 2058); U2OS GPR35 beta-arrestin-GFP translocation imaging, zaprinast antagonism; higher % means a stronger effect; inhibition, % at 10 µM, or IC50 in µM where a hit was titrated; 290,000 compounds, 0.052% hits;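 active means inhibition of at least 50% with at least 30 cells and total cytoplasm GFP at most 10,000,000; inconclusive means under 30 cells or total GFP of 10,000,000 plus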
PhoP inhibition – PhoP-dependent GFP reporter repression – Salmonella Typhimurium, primary screen (AID 1863). 300,000 compounds, 0.16% hits. one-dose inhibition, % at 50 µM; IC50 in µM for titrated hits. S. Typhimurium PhoP-regulated promoter GFP reporter, 4 h; higher % means a stronger effect;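 active means inhibition over 29.93%, a cutoff 3 SD above the screen mean, later confirmed by dose response; inconclusive means inhibition over 29.93% but no dose response follow-up; inactive means inhibition at most 29.93% or unconfirmed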;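 further: 0% = low Mg2+ inducing control and 100% = high Mg2+ repressing control; strong numbers were not always called active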
Rac1 GTP hydrolysis – MgcRacGAP GTPase-activating activity inhibitors, confirmation, biochemical, ADP Hunter fluorescence | MgcRacGAP-stimulated Rac1 GTP hydrolysis, ADP Hunter fluorescence; higher % means a stronger effect; GST-tagged Rac1 F28L mutant substrate | one-dose inhibition, % at 30 µM; IC50 in µM for titrated hits | 340,000 compounds, 0.6% hits | AID 624330;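 active means first-screen hits whose inhibition reached a set limit at any dose in the follow-up dose series; inconclusive means inhibition above the set first-screen limit but never retested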;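 further: fluorescence reports GDP produced by GAP-driven GTP hydrolysis; strong numbers were not always called active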
CSM14.1 death rescue – protection against thapsigargin-triggered cell killing – 384-well, CSM14.1, ATP luminescence, primary screen (AID 1222); cellular ATP content (survival), % at 20 µM, or EC50 in µM where a hit was titrated; 190,000 tested, under 10 active; CSM14.1 thapsigargin-induced death rescue, ATP luminescence; higher % means a stronger effect;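 active means EC50 below 50 µM in the dose-response confirmation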;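 further: death triggered by thapsigargin at about 15 µM added after 2 h compound pretreatment; cell ATP read after overnight thapsigargin exposure of roughly 18 to 22 hours; normalized against plate controls of thapsigargin alone and 5% DMSO vehicle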
LYP phosphatase – PTPN22 lymphoid phosphatase activity blockers – biochemical, fluorescence intensity, uHTS (AID 1779); recombinant LYP phosphatase, fluorescence intensity; higher % means a stronger effect; inhibition, % at 11.5 µM, or IC50 in µM where a hit was titrated; 290,000 compounds, 0.054% hits; in the data active means inhibition above about 50%;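 further: plate controls were vehicle with enzyme for no effect and no enzyme for full effect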
West Nile antiviral – West Nile virus antiviral activity, cell-based, CPE readout (AID 1621); one-dose CPE inhibition, % at 10 µM; IC50 in µM for titrated hits; West Nile virus-infected cells, CPE inhibition; higher % means a stronger effect; 290,000 compounds, 0.02% hits; in the data active means a potency from the dose series; inconclusive means CPE inhibition mostly from about 3.7% at the one dose, without a potency; inactive means the rest, 99 in 100 with CPE inhibition below about 2.2%; further: strong numbers were not always called active
* = called active by the depositor; u = inconclusive; x = not tested or not shown. No enrichment for hits. About 1.5% of those tested had a hit in this group.

Field names: A = RSV CPE inhibition; B = Large T inhibition; C = NS5 inhibitors; D = GPR35 antagonists; E = PhoP inhibition; F = Rac1 GTP hydrolysis; G = CSM14.1 death rescue; H = LYP phosphatase; I = West Nile antiviral
Cc1ccc(NC(=O)C(=O)NC(C)C2COc3ccccc3O2)cc1 (stereo not drawn)
  A = -1.2%	B = 8%	C = -4%	D = -5%	E = 5%	F = 14%	G = -0.9%	H = -7%	I = -0.2%
Cc1nc(-c2ccccc2)c(Cc2ccccc2O)c(=O)[nH]1
  A = 10%	B = 22%	C = -3%	D = 11%	E = -4%	F = 11%	G = x	H = -4%	I = 0.0%
Cc1cccc(C(=O)N2CCC(c3nc(-c4ccc(S(=O)(=O)N5CCOCC5)cc4)no3)CC2)c1
  A = 12%	B = 4%	C = -8%	D = 19%	E = -7%	F = 6%	G = -0.3%	H = 2%	I = -1.5%
Cn1c(=O)cc(SCC(=O)NCCC2=CCCCC2)c2ccccc21
  A = 1.4%	B = 9%	C = -5%	D = -5%	E = -16%	F = 2%	G = -1.6%	H = -5%	I = 0.1%
Cc1nn(CC(=O)Nc2cccnc2)c(=O)c2ccccc12
  A = 0.5%	B = 26%	C = 1%	D = 4%	E = -3%	F = 6%	G = 1.6%	H = -5%	I = 0.2%
Cc1cccc(C(=O)N2CCCC(Nc3ccc(C)c(C)c3)C2)n1 (stereo not drawn)
  A = 1.7%	B = 12%	C = -3%	D = -7%	E = 5%	F = 16%	G = x	H = -8%	I = 0.0%
Cc1ccc(S(=O)(=O)N2CCCC(C(=O)NCCC(C)C)C2)cc1 (stereo not drawn)
  A = 0.1%	B = 20%	C = -7%	D = 28%	E = -4%	F = -1%	G = -1.4%	H = -6%	I = -0.4%
COc1ccc(S(N)(=O)=O)cc1C(=O)NCCCN1CCN(c2cccc(Cl)c2)CC1
  A = -2.2%	B = 3%	C = -2%	D = 8%	E = 6%	F = 4%	G = -1.5%	H = -8%	I = x
CCOc1ccc(CN2CCN(CCCc3ccccc3)C(CCO)C2)cc1 (stereo not drawn)
  A = 0.8%	B = 5%	C = -2%	D = -1%	E = -3%	F = 7%	G = x	H = -10%	I = -1.2%
CN(C)c1ccc(P(=O)(OCc2ccccc2)C(O)c2ccccc2)cc1 (stereo not drawn)
  A = 2.4%	B = 10%	C = -2%	D = -12%	E = -6%	F = 6%	G = x	H = -4%	I = -0.1%
COCCCN1C(=O)C(=O)/C(=C(/O)c2ccc(S(=O)(=O)N3CCOCC3)cc2)C1c1ccc(Cl)cc1 (stereo not drawn)
  A = 1.8%	B = 16%	C = 0%	D = -4%	E = -7%	F = 9%	G = x	H = -2%	I = 0.6%
COC(=O)CCCNC(=O)c1ccccn1
  A = 0.4%	B = 7%	C = -12%	D = -6%	E = 10%	F = 6%	G = 1.3%	H = -7%	I = 0.5%
COC(=O)CCc1c(COC(C)=O)[nH]c(C(=O)OCc2ccccc2)c1C
  A = 1.8%	B = 11%	C = -11%	D = 4%	E = 0%	F = 5%	G = x	H = -1%	I = 0.8%
O=C1CCCCN1CCCC(=O)N1CCCC(Nc2ccc(F)cc2)C1 (stereo not drawn)
  A = -1.0%	B = -2%	C = -5%	D = 14%	E = 1%	F = x	G = x	H = -12%	I = -0.5%
O=C(NC1CC2CCCC(C1)N2C(=O)NCc1ccccc1)C1CC1 (stereo not drawn)
  A = 0.5%	B = -3%	C = 0%	D = 8%	E = 0%	F = 5%	G = 0.4%	H = -5%	I = 0.0%
COc1ccc(CCNC(=O)CSc2ccsc2[N+](=O)[O-])c(OC)c1
  A = 1.0%	B = 31%	C = -11%	D = -22%	E = 4%	F = 13%	G = -0.2%	H = -2%	I = -1.2%
Cc1ccc(CCNC(=O)CN2C(=O)COc3ccc(S(=O)(=O)N4CCCCC4)cc32)cc1
  A = 11%	B = 7%	C = 0%	D = -5%	E = -7%	F = 10%	G = x	H = -12%	I = -0.7%
COc1ccc(N2CCN(C(=O)Cn3cnc4sc(C)c(S(=O)(=O)N5CCOCC5)c4c3=O)CC2)cc1
  A = 0.8%	B = 19%	C = -2%	D = 8%	E = 4%	F = -18%	G = x	H = -11%	I = -1.1%
Cc1c(C(=O)NCc2ccccn2)oc2ccc(Br)cc12
  A = 6.2%	B = 4%	C = -7%	D = x	E = -6%	F = 2%	G = x	H = x	I = x
CCN1C(=O)S/C(=C/c2ccc(Oc3ccc([N+](=O)[O-])cn3)c(OC)c2)C1=O
  A = 7.0%	B = 7%	C = -7%	D = 11%	E = -8%	F = 11%	G = 1.3%	H = 1%	I = -0.7%
Cn1ncc(Br)c1C(=O)N1CCCCCC1
  A = 1.2%	B = 32%	C = -7%	D = -6%	E = -7%	F = 8%	G = x	H = -6%	I = 0.0%
Cc1ccc(C)c(S(=O)(=O)N2CCN(CC(=O)Nc3ccc4c(c3)CCC4)CC2)c1
  A = 12%	B = -3%	C = -1%	D = -6%	E = 11%	F = -2%	G = -2.9%	H = 1%	I = -0.7%
O=C(COc1ccc(Cl)cc1)NCCNC(=O)c1ccccn1
  A = 2.1%	B = 1%	C = 1%	D = 1%	E = 5%	F = 7%	G = x	H = -10%	I = -0.4%
Cc1cc(Cl)ccc1NC(=O)Nc1c(C)n(-c2ccccc2)c(=O)n1C
  A = -0.1%	B = 4%	C = -3%	D = -4%	E = 0%	F = 1%	G = 2.5%	H = -3%	I = -0.3%
CC(C)(C)C1CCc2c(sc(NC(=O)c3cccs3)c2C(N)=O)C1 (stereo not drawn)
  A = 0.3%	B = 13%	C = -2%	D = -2%	E = 5%	F = 2%	G = -6.8%	H = -2%	I = -0.4%

Arranged by the number under LYP phosphatase (largest number first): 3 of the compounds above
SMILES,LYP phosphatase
Cc1cc(Cl)ccc1NC(=O)Nc1c(C)n(-c2ccccc2)c(=O)n1C,-3%
Cc1nc(-c2ccccc2)c(Cc2ccccc2O)c(=O)[nH]1,-4%
Cc1ccc(S(=O)(=O)N2CCCC(C(=O)NCCC(C)C)C2)cc1 (stereo not drawn),-6%

More entries
Field names: A = RSV CPE inhibition; B = Large T inhibition; C = NS5 inhibitors; D = GPR35 antagonists; E = PhoP inhibition; F = Rac1 GTP hydrolysis; G = CSM14.1 death rescue; H = LYP phosphatase; I = West Nile antiviral
Cc1c(CCC(=O)NC2CC2)c(=O)oc2c(C)c(O)ccc12
  A = 1.9%	B = x	C = -4%	D = -5%	E = x	F = u	G = x	H = -24%	I = -0.5%
COC(=O)C1Cc2c([nH]c3ccccc23)C(C)N1 (stereo not drawn)
  A = -0.3%	B = 16%	C = -8%	D = -18%	E = 0%	F = 10%	G = -1.7%	H = -2%	I = 0.9%
CCn1c(=N)n(CC(=O)c2ccc(OC)cc2)c2ccccc21
  A = 1.0%	B = 5%	C = -3%	D = 13%	E = 28%	F = 1%	G = 1.2%	H = -1%	I = -0.7%
CCOCc1nnc(NC(=O)c2cccs2)s1
  A = 1.0%	B = -1%	C = -5%	D = 4%	E = -9%	F = 8%	G = -1.8%	H = -2%	I = 0.3%
CCOC(=O)C(C)Sc1nc(=O)n2cc(C)ccc2n1 (stereo not drawn)
  A = -0.9%	B = 0%	C = -4%	D = -1%	E = -11%	F = 2%	G = 0.3%	H = 4%	I = 0.0%
COc1ccc(CCNC(=O)CNS(=O)(=O)c2ccc(N(C)C)c([N+](=O)[O-])c2)cc1OC
  A = 0.8%	B = 4%	C = 1%	D = 10%	E = 1%	F = 10%	G = x	H = -6%	I = 0.2%
Cc1ccc(CS(=O)(=O)c2cn(CC(=O)N3CCOCC3)c3ccccc23)cc1
  A = 1.6%	B = 23%	C = 2%	D = 9%	E = -2%	F = 5%	G = x	H = -5%	I = -0.3%
Cn1cnnc1SC(C(=O)c1ccccc1)c1ccccc1 (stereo not drawn)
  A = 2.2%	B = 0%	C = -4%	D = 4%	E = -4%	F = 15%	G = 0.3%	H = -9%	I = 0.1%
O=S(=O)(N/N=C/c1ccc(N2CCOCC2)cc1)c1ccccc1
  A = 1.2%	B = 23%	C = -13%	D = 6%	E = 1%	F = 8%	G = 0.1%	H = -3%	I = 0.0%
COC/C=C/C1=CC2=CC(=O)C(C)(OC(=O)c3cnc4ccccc4n3)C(=O)C2=CN1C1CCCC1 (stereo not drawn)
  A = 1.3%	B = 24%	C = x	D = x	E = 9%	F = x	G = x	H = x	I = 0.1%
CCCCc1ccc(NC(=S)NCCO)cc1
  A = 0.4%	B = 1%	C = -7%	D = -3%	E = -4%	F = 10%	G = 0.3%	H = 5%	I = -0.8%
C=C1N(C)c2cc([N+](=O)[O-])c(N)cc2C1(C)C
  A = -1.6%	B = 18%	C = -2%	D = -11%	E = 7%	F = -4%	G = 0.5%	H = 1%	I = 0.2%
CC(C)(C)C(=O)NC(=S)Nc1ccccn1
  A = -0.4%	B = -1%	C = -5%	D = 0%	E = 0%	F = 1%	G = -0.3%	H = -2%	I = 1.0%
Cc1cc(NC(=O)Nc2ccc(Cl)cc2)n(C)n1
  A = 2.6%	B = 4%	C = -9%	D = -8%	E = 11%	F = 3%	G = x	H = -10%	I = -0.2%
Cc1cc(C)cc(C(=O)NC(CC(N)=O)c2ccc(NC3CCCCCCCCCCC3)c([N+](=O)[O-])c2)c1 (stereo not drawn)
  A = -2.4%	B = 16%	C = -8%	D = -7%	E = 8%	F = 9%	G = x	H = 1%	I = -1.8%
Cc1ccc(S(=O)(=O)N2CCN(C(=O)COC(=O)/C=C/c3ccccc3[N+](=O)[O-])CC2)c(C)c1
  A = -0.7%	B = 11%	C = 4%	D = x	E = 3%	F = -2%	G = x	H = x	I = x
Cc1ccc2nsnc2c1S(=O)(=O)N1CCN(C(=O)C2CCCO2)CC1 (stereo not drawn)
  A = 2.9%	B = 3%	C = -5%	D = 0%	E = 4%	F = 7%	G = -1.9%	H = -1%	I = 0.3%
COc1ccc(N(CC(=O)NN=C2CCCC2)S(=O)(=O)c2ccccc2)cc1Cl
  A = 1.6%	B = 10%	C = -6%	D = -9%	E = -3%	F = 8%	G = -1.6%	H = -2%	I = -1.1%
Cc1ccc(C)c(Cn2c3ccccc3c3cnn(CC(=O)NCCN4CCOCC4)c(=O)c32)c1
  A = 3.8%	B = 12%	C = -2%	D = -11%	E = -6%	F = 5%	G = x	H = -2%	I = -1.0%
CC(C)(C)N(NC(=O)Nc1ccc(F)cc1)C(=O)c1ccccc1
  A = 0.4%	B = 22%	C = -8%	D = 0%	E = -6%	F = 7%	G = -0.8%	H = -6%	I = -0.2%
O=C(Nc1c(-c2ccccc2)nc2c(Br)cc(Br)cn12)c1ccco1
  A = 0.8%	B = 17%	C = 2%	D = -2%	E = -8%	F = 3%	G = -0.8%	H = -2%	I = -0.5%

Source: PubChem BioAssay
